Source: PubChem (National Center for Advancing Translational Sciences (NCATS))
D1 agonist: human D1 receptor agonism | P21728 | HEK293 T-REx D1 cells, calcium flux, agonist mode | activation, % at 2 µM | actives 1% (n = 360,000) | AID 504660; in the data active = activation above about 30%; note: 0% is about no effect
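Agonism was scored from calcium flux recorded over 180 s (1 read/s) after pintool compound addition, following a 10-cycle baseline. Cells were inducible force-coupled HEK293 TREx D1, plated overnight at 30 C and loaded with no-wash calcium dye.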
D2 ag: D2 dopamine receptor (human) agonism. AID 485358. actives 0.53% (n = 340,000). activation, % at 2 µM. HEK293 T-REx D2 cells, calcium flux agonist mode;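 active = activation over 3 SD above normal in the single-dose calcium agonist read, cut at about 30% in these data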; note: 0% is about no effect
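Tetracycline-induced HEK293 Trex cells with D2 receptor force-coupled to calcium signaling, plated overnight at 30 C and loaded with no-wash calcium dye. Calcium flux read kinetically for 180 s after compound addition; responses flag agonists.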
D2 potentiator: positively modulates the human D2 dopamine receptor allosterically. actives 0.34% (n = 340,000). potentiation, % at 10 µM. HEK293 T-REx D2, calcium flux, EC20 dopamine potentiation. AID 485347;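 active = potentiation over 3 SD above the plate norm, cut at about 30% in these data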; note: 0% is about no effect
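Potentiation of an EC20 dopamine calcium response is measured in a force-coupled, tetracycline-inducible Hek293 Trex D2 line. Compound-only kinetic reads over 180 s flag agonists before dopamine addition.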
D2 antagonist: antagonizes the human D2 dopamine receptor. P14416. HEK293 TREx D2 cells, calcium flux, dopamine EC80. inhibition, % at 10 µM. actives 2% (n = 340,000). AID 485344; in the data active = inhibition above about 30%; note: 0% is about no effect
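Antagonism is scored as inhibition of an EC80 dopamine-evoked calcium signal in a force-coupled, tetracycline-inducible HEK293 T-REx D2 line, with compound present 180 s before agonist.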
RXFP1 ag: agonists of human relaxin receptor RXFP1; Potency, µM (series often up to 57.5 µM), for inactives: at the highest dose activation, usual class: activators; actives 0.3% (n = 370,000); HEK293T-RXFP1 cAMP TR-FRET, 30 min; response scale: percent of porcine relaxin response, buffer zero; AID 2676; active = well fitted activation curve with a large enough effect; note: potency is the fitted concentration of half-maximal effect; % is set by controls: 0 for no effect and ±100 for the full control effect; nearly all actives have a fitted effect of over 60% in size; many of its hits are not listed in these tables
Target sequence (Q9HBX9 whole entry, looked up): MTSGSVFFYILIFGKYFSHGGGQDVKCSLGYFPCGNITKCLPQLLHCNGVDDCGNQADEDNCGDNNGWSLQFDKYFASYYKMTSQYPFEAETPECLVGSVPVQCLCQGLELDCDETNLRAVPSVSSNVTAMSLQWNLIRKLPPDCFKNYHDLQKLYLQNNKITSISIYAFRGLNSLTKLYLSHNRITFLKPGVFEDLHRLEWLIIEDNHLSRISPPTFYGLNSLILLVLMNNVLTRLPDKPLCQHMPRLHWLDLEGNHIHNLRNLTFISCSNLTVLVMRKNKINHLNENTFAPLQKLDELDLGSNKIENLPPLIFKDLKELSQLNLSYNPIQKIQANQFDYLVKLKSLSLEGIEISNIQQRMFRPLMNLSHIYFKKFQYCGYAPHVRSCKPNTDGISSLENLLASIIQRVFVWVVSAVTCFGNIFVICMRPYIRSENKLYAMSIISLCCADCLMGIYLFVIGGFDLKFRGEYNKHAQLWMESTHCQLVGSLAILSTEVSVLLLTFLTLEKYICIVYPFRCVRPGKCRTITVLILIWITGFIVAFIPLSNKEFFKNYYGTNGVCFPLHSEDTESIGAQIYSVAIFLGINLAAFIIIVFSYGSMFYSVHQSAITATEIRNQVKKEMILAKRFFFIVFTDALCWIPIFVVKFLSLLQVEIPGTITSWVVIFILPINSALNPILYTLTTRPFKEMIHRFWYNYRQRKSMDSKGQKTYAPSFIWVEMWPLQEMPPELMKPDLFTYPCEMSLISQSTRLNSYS
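HEK293T cells stably expressing RXFP1 were pretreated with the PDE4 inhibitor Ro 20174, exposed to compounds for 30 min at 37C, lysed, and cAMP was read by TR-FRET. Data normalized to buffer (basal) and 29 nM porcine relaxin (100%).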
TRHR PAM: allosteric enhancers of human TRH receptor. P34981. enhancement, % at 2 µM. actives 0.66% (n = 360,000). AID 493056. TRHR cells, fluo-8 calcium fluorescence, EC20 TRH enhancement; in the data active = enhancement above about 30%; note: 0% is about no effect
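TRHR-expressing cells loaded with fluo-8 calcium dye were read kinetically (ex 480/em 530) during compound addition, then stimulated with an EC20 of TRH (10 nM final). Enhancement of the Gq-mediated intracellular calcium response was scored.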
D1 PAM: enhances dopamine response at the human D1 receptor; HEK293 TREx D1 cells, calcium flux, dopamine EC20 potentiation; potentiation, % at 10 µM; actives 0.036% (n = 360,000); AID 504651; P21728; in the data active = potentiation above about 30%; note: 0% is about no effect
D1 antagonist: blocks dopamine activation of the human D1 receptor; P21728; HEK293 TREx D1 cells, calcium flux, dopamine EC80; active compounds read low; activity change, negative = inhibition, % at 10 µM; actives 3.2% (n = 360,000); AID 504652; in the data active = activity change below about -30%; note: % is set by controls: 0 for no effect and ±100 for the full control effect
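After overnight tetracycline induction at 30 C, force-coupled D1 HEK293 cells took up a no-wash calcium dye at room temperature. Compounds were added and monitored 180 s, and the response to EC80 dopamine was then recorded.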
RXFP1 antag: RXFP1 (human) relaxin receptor antagonism; Q9HBX9; HEK293-RXFP1, relaxin-stimulated cAMP HTRF, 30 min; active compounds read low; activity change, negative = inhibition, % at 57.5 µM; actives 0.59% (n = 350,000); AID 1259400;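 active = activity change of -60% or lower, but not beyond a set lower limit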; note: % is set by controls: 0 for no effect and ±100 for the full control effect
* marks the source's active call; other numbers are inactive results; nt = no result given; & = joins results of further samples; [ ] = dose if it differs, or a comment. This is a subset. The share of hits here may be higher or lower than overall.

SMILES	D1 agonist	D2 ag	D2 potentiator	D2 antagonist	RXFP1 ag	TRHR PAM	D1 PAM	D1 antagonist	RXFP1 antag
COc1ccc(OC)c(NC(=O)CCNC(=O)Cn2ccc3ccccc3c2=O)c1	0	-0.2	-16	-14	0.5%	-1	-6	3	-8
Nn1c(SCc2nc3ccccn3c2Br)nnc1-c1cccnc1	3	-1.0	-15	1	7.1%	0	-4	-7	4
COc1cc2c(cc1OC)-c1nnc(C)n1C1(CCCC1)C2	1	0.1	2	8	8.5%	2	1	6	nt
COc1ccc(NC(=O)CSc2nc(C)cc(C)n2)cc1	-2	-0.9	13	-24	2.4%	-1	-8	-4	12
COc1cccc(-n2nnc3c(=O)n(CC(=O)Nc4ccc(C)cc4)cnc32)c1	2	2.1	0	-10	3.5%	-3	-4	-16	7
CCCCn1cnc2cc(NC(=O)c3cc(OC)c(OC)c(OC)c3)ccc21	-2	-0.4	3	nt	-2.4%	-7	-6	-6	3
Cc1ccc(C)c(-c2nnc(NC(=O)Cc3ccccc3)o2)c1	1	-0.6	-30	28	-0.3%	-1	-4	-29	-3
COCCNC(=O)C(c1ccc(C)o1)N(C(=O)c1snc(C(N)=O)c1N)c1ccc(C)c(C)c1 (stereo not drawn)	3	-0.7	2	0	-2.3%	-6	-4	-13	-23
Oc1ccc(C2C(c3ccccc3)=NN=C(c3ccccc3F)N2O)c(O)c1 (stereo not drawn)	0	1.0	-5	-5	1.2%	-5	-3	0	nt
Cc1cccc2[nH]c(CN(C)C(=O)C3CCC(=O)N(C4CC4)C3)nc12 (stereo not drawn)	3	0.5	8	5	-1.5%	0	0	2	-10
CC(=O)NC(Cc1ccccc1)C(=O)NC1CCN(C(=O)NCc2ccccc2)CC1 (stereo not drawn)	1	-2.5	-1	2	-0.3%	-6	-8	7	0
N#CCCN(C(=O)COC(=O)c1ccc2ccccc2n1)c1ccccc1	0	0.5	-2	5	-0.1%	29	-1	2	7
O=C(Cc1ccccc1)NCCc1ccc(Cl)cc1Cl	-1	0.4	3	-22	0.1%	-12	1	20	-14
COc1ccc2cc3c(N)nn(C(=O)Cc4ccccc4OC)c3nc2c1	1	-0.6	4	-8	-3.3%	7	0	23	nt
CCOc1ccc(OCC)c(NC(=O)C2CCN(S(=O)(=O)c3c(C)noc3/C=C/c3ccccc3F)CC2)c1	10	0.1	10	nt	0.1%	-1	-2	26	-4
Cc1cc2c(cc1S(=O)(=O)N1CCN(c3cccc(C)c3C)CC1)OCC(=O)N2	4	1.3	-3	50*	-0.8%	1	-1	7	0
O=[N+]([O-])c1ccc(N(c2ccccc2)c2ccccc2)cc1	42*	-0.8	-6	-2	0.0%	-1	1	21	-11
COc1ccc(-n2c(=O)c3ccccc3n(Cc3ccccc3C)c2=O)c(OC)c1	-1	0.3	-9	nt	-3.4%	2	4	-14	-10
Cc1cccc(-c2c3c(=O)n(C)c(=O)n(C)c3c3cnc4ccccc4n23)c1	0	nt	-9	nt	8.6%	1	-6	-12	-4
Cc1ccccc1OCCC(=O)Nc1c(C)n(C)n(-c2ccccc2)c1=O	0	0.5	-3	-31	1.2%	-2	5	7	8

2 of the compounds above, as labelled records.
CC(=O)NC(Cc1ccccc1)C(=O)NC1CCN(C(=O)NCc2ccccc2)CC1 (stereo not drawn)
  D1 agonist = 1
  D2 ag = -2.5
  D2 potentiator = -1
  D2 antagonist = 2
  RXFP1 ag = -0.3%
  TRHR PAM = -6
  D1 PAM = -8
  D1 antagonist = 7
  RXFP1 antag = 0
Oc1ccc(C2C(c3ccccc3)=NN=C(c3ccccc3F)N2O)c(O)c1 (stereo not drawn)
  D1 agonist = 0
  D2 ag = 1.0
  D2 potentiator = -5
  D2 antagonist = -5
  RXFP1 ag = 1.2%
  TRHR PAM = -5
  D1 PAM = -3
  D1 antagonist = 0
  RXFP1 antag = nt

Following part.
SMILES	D1 agonist	D2 ag	D2 potentiator	D2 antagonist	RXFP1 ag	TRHR PAM	D1 PAM	D1 antagonist	RXFP1 antag
Cc1nn(CCCC(=O)NCCc2ccccc2)c(C)c1[N+](=O)[O-]	0	0.0	5	-2	2.0%	27	-7	-24	0
CCCC1=Nc2cc(C(=O)NCCCOCC)ccc2Sc2ccccc21	3	0.4	-9	-4	6.9%	0	0	-21	-4
Cc1cccc(C)c1NC(=O)c1c(C)oc2c1C1=NCCN1C=N2	1	0.4	6	nt	3.3%	-10	-1	-8	nt
Cc1nc(N2CCOCC2)c2c3c(sc2n1)CCC3	6	0.8	6	-2	7.8%	1	1	19	-12
COC(CNC(=O)[C@H](Cc1ccccc1)N1Cc2ccccc2C1=O)OC	1	0.5	7	-14	-2.1%	22	4	-6	-5
O=C1NN(c2ccc(F)cc2)C(=O)/C1=C\c1cnn(-c2ccccc2)c1	1	nt	nt	nt	-3.2%	-4	2	0	nt
CCCNC(=O)N(CCOC)CC1CCCN(C2Cc3ccccc3C2)C1 (stereo not drawn)	0	0.0	1	-9	-3.2%	0	-6	-18	5
COc1ccc(CNC(=O)CN2C(=O)NC(C)(c3cccc(Br)c3)C2=O)cc1 (stereo not drawn)	0	-2.3	1	-16	-30%[inhibitor]	-6	-9	10	5
CC(C)N(Cc1nnc(-c2ccccc2Cl)o1)C(=O)c1cccc(C#N)c1	2	0.0	-9	-7	3.9%	0	8	4	nt
CCN(CC)c1ccc2c(C)cc(=O)oc2c1	-4	-0.9	7	-9	7.1%	-4	-5	nt	nt
Cc1cc(C(=O)COc2ncnc3sccc23)c(C)n1C1CC1	5	1.6	-2	20	-4.1%	-11	-4	1	9
O=C(c1ccco1)N1CCN(C(=O)C2CCN(S(=O)(=O)c3cccs3)CC2)CC1	8	0.5	-11	-1	-0.7%	4	2	11	4
Cc1c(C(=O)N2CCN(C(=O)c3ccco3)CC2)oc2c(Cl)cccc12	1	-0.3	4	-8	2.6%	1	1	-2	-13
Cc1oc(-c2cc(F)cc(F)c2)nc1CN1CCSCC1	3	1.4	-22	-36	1.1%	24	-4	-26	11
CCc1ccccc1NC(=O)CNC(=O)CCNC(=O)Nc1ccccc1	1	-0.2	-3	8	1.1%	0	-5	-17	9
Cc1nn(Cc2ccc(Cl)cc2)c(C)c1NC(=O)C(c1ccccc1)c1ccccc1	12	-0.1	0	6	-0.4%	5	-3	35	nt
Cn1cc(C(c2ccccc2)c2ccc(Cl)s2)c2ccccc21 (stereo not drawn)	2	-0.1	1	nt	-2.2%	3	-1	2	-31
CCOc1ccc(Cn2c(=O)oc3ccccc32)cc1	1&1	0.2&0.9	0&-9	-21	-0.8%&0.5%	-1&-6	-4&-2	-4&-7	3&0
Nc1ncc(-n2cncn2)c(-c2ccccc2)n1	2	-0.3	5	-9	1.6%	-3	-1	-1	-12
CCOC(=O)C1CCCN(Cc2c(F)cccc2Cl)C1 (stereo not drawn)	2	-0.2	-10	1	0.0%	7	-7	-24	3
CCOC(=O)CNC(=O)Cn1c(C)cc2ccccc2c1=O	1	0.1	2	-10	-1.3%	3	4	-6	-11
O=C(CCCC(=O)N(CC(=O)NC1CCCCC1)Cc1ccc2c(c1)OCO2)Nc1ccccn1	1	0.0	9	7	1.4%	12	-2	-1	2
CCCCOc1ccc(CC(=O)NCC(=O)O)cc1	13	-1.4	0	-6	0.0%	-25	1	-8	nt
Cc1ccc(C(=O)N/C(=C\c2ccc(C)o2)C(=O)O)cc1	2	nt	nt	nt	-0.6%	4	-2	-20	-4
COc1ccc(N2CCN(C(CNC(=O)C3CCCCC3)c3ccco3)CC2)cc1 (stereo not drawn)	0	-0.7	11	-7	-0.6%	16	3	-1	-7
COC(=O)c1cc(S(=O)(=O)NC2CCC(C)CC2)cn1C (stereo not drawn)	1	nt	nt	nt	1.2%	1	-3	9	-7
COc1ccc(Nc2cc(Nc3ccc(OC)cc3)ncn2)cc1	0	-1.2	4	5	0.3%	5	-2	14	-10
COCCCNC(=O)/C=C/c1ccc(OCc2c(F)cccc2Cl)cc1	7	-1.2	8	10	-0.3%	11	-1	-5	5
OCCC1CN(Cc2ccon2)CCN1Cc1ccccc1 (stereo not drawn)	3	-0.2	16	5	2.1%	11	-4	1	-26
CCN(CC)c1ccc(C(=O)OCC(=O)N2CCN(c3ccccc3)CC2)cc1	0	0.2	7	1	4.1%	11	-3	8	1
C(CNC1C2CC3CC(C2)CC1C3)CN1CCOCC1 (stereo not drawn)	3	-0.5	-10	-2	2.7%	0	-8	-7	3
COC(=O)C1C2C=CC3(CN(C(C)C)C(=O)C13)O2 (stereo not drawn)	3	0.7	7	-10	-0.1%	-1	4	0	nt
O=C(COc1ncnc2sccc12)NC1CCS(=O)(=O)C1 (stereo not drawn)	2	0.7	-15	-7	20%	-5	-6	-5	-5

Molecules from the list above with a halogen, in the order listed:
SMILES	D1 agonist	D2 ag	D2 potentiator	D2 antagonist	RXFP1 ag	TRHR PAM	D1 PAM	D1 antagonist	RXFP1 antag
Nn1c(SCc2nc3ccccn3c2Br)nnc1-c1cccnc1	3	-1.0	-15	1	7.1%	0	-4	-7	4
Oc1ccc(C2C(c3ccccc3)=NN=C(c3ccccc3F)N2O)c(O)c1 (stereo not drawn)	0	1.0	-5	-5	1.2%	-5	-3	0	nt
O=C(Cc1ccccc1)NCCc1ccc(Cl)cc1Cl	-1	0.4	3	-22	0.1%	-12	1	20	-14
CCOc1ccc(OCC)c(NC(=O)C2CCN(S(=O)(=O)c3c(C)noc3/C=C/c3ccccc3F)CC2)c1	10	0.1	10	nt	0.1%	-1	-2	26	-4
O=C1NN(c2ccc(F)cc2)C(=O)/C1=C\c1cnn(-c2ccccc2)c1	1	nt	nt	nt	-3.2%	-4	2	0	nt
COc1ccc(CNC(=O)CN2C(=O)NC(C)(c3cccc(Br)c3)C2=O)cc1 (stereo not drawn)	0	-2.3	1	-16	-30%[inhibitor]	-6	-9	10	5
CC(C)N(Cc1nnc(-c2ccccc2Cl)o1)C(=O)c1cccc(C#N)c1	2	0.0	-9	-7	3.9%	0	8	4	nt
Cc1c(C(=O)N2CCN(C(=O)c3ccco3)CC2)oc2c(Cl)cccc12	1	-0.3	4	-8	2.6%	1	1	-2	-13
Cc1oc(-c2cc(F)cc(F)c2)nc1CN1CCSCC1	3	1.4	-22	-36	1.1%	24	-4	-26	11
Cc1nn(Cc2ccc(Cl)cc2)c(C)c1NC(=O)C(c1ccccc1)c1ccccc1	12	-0.1	0	6	-0.4%	5	-3	35	nt
Cn1cc(C(c2ccccc2)c2ccc(Cl)s2)c2ccccc21 (stereo not drawn)	2	-0.1	1	nt	-2.2%	3	-1	2	-31
CCOC(=O)C1CCCN(Cc2c(F)cccc2Cl)C1 (stereo not drawn)	2	-0.2	-10	1	0.0%	7	-7	-24	3
COCCCNC(=O)/C=C/c1ccc(OCc2c(F)cccc2Cl)cc1	7	-1.2	8	10	-0.3%	11	-1	-5	5
